AI-2 QS modul: Vibrio harveyi AI-2 quorum sensing modulators, primary screen, JMH597 strain, luminescence/OD600 ratio; activity change, % at 7.5 µM; 300,000 compounds, 0.4% hits; Vibrio harveyi JMH597 AI-2 luminescence/OD600 ratio, 9 h; stronger effect = lower value; strain lacks LuxN and CqsS sensors; 0 = neutral-control median; in the data active = activity change below about -75%, passing the limit was not always enough;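 also: luminescence divided by OD600 gain over 9 h not by final OD600 alone; inactives centre near 13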
HSF1 inhib: HSF1 inhibitors in luciferase reporter cells, primary screen, cell-based, NIH3T3, luminescence; NIH3T3-HGL HSE-luciferase, MG132-induced, luminescence 8 h; stronger effect = lower value; activity change, negative = inhibition, % at 7.5 µM (by protocol); 300,000 compounds, 0.77% hits; AID 2098, 2009;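 active = more than half of replicate wells show activity change below -50%, luminescence cut by over half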;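 also: luciferase reports HSF-1 transcriptional activity via heat shock element; 0% = median of DMSO wells and -100% = zero luminescence signal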
HSP90 inh: HSP90 inhibitors, primary screen, cell lysate, luminescence; Heat shock protein HSP 90 (rabbit reticulocyte lysate; luciferase refolding); Rabbit reticulocyte lysate, luciferase refolding luminescence, 3 h; 290,000 compounds, 0.91% hits; inhibition, % at 5.6 µM;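 active = inhibition above the screen-wide mean plus 3 SD, computed separately per campaign, cut at about 16% in these data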;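 also: 0% = DMSO wells and 100% = 60 µM geldanamycin wells; inhibitors lower the luminescence because luciferase stays unfolded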
GSK3A inh: blockers of GSK3A enzyme activity – biochemical, luminescence, cell-free homogeneous, HTS, primary screen | GSK-3 alpha kinase, ADP-Glo luminescence, 60 min | Glycogen synthase kinase-3 alpha (Homo sapiens), P49840 | inhibition, % at 10 µM | AID 2650, 2010 | 320,000 compounds, 0.1% hits;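 in the data active = inhibition above about 50%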;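 also: GST-tagged GSK-3 alpha with peptide substrate and 25 µM ATP; 0% = DMSO neutral wells and 100% = GW8510 positive control wells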
Target sequence (P49840 whole entry, looked up): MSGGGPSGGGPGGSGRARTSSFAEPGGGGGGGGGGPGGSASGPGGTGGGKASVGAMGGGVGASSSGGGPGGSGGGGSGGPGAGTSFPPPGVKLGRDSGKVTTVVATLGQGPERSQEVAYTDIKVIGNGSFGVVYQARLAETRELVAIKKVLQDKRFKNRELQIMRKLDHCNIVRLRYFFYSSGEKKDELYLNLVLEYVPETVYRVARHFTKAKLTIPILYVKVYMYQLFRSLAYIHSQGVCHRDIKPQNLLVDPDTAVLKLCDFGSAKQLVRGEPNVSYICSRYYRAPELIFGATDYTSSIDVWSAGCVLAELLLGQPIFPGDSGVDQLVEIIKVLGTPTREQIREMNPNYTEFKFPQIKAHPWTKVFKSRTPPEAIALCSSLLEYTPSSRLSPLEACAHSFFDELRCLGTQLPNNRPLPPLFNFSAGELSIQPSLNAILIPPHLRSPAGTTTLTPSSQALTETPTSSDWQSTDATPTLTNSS
HSF-1 act: HSF-1 activators, primary screen, NIH3T3-HGL cells, MG132 stress, luminescence, single point | NIH3T3-HGL HSF-1 luciferase reporter, 8 h; 100% = twice DMSO control signal | 300,000 compounds, 1.7% hits | activation, % at 9 µM;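 active = mean replicate activation of at least 50% with a set share of replicates each reaching 50%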;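 also: 0% = median of the neutral control wells and 100% = twice that signal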
KLF5 inh: KLF5 expression inhibitors, primary screen, DLD-1 cells, luminescence; inhibition, % at 5 µM; DLD-1 KLF5 promoter-luciferase reporter; 290,000 compounds, 0.23% hits;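 active = inhibition above a per-plate limit of that plate's mean compound inhibition plus 3 SD, cut at about 60% in these data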;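 also: 0% = DMSO wells and 100% = LY294002 at 200 µM; higher means less KLF5 promoter-driven luciferase light; inactives centre near -14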
GSK3beta inhib: human GSK3beta kinase inhibitors, primary screen, biochemical, cell-free homogeneous, HTS. Glycogen synthase kinase-3 beta (Homo sapiens), P49841. GST-GSK3beta kinase, ADP-Glo luminescence, 60 min; stronger effect = lower value. activity score (negative = inhibition), % at 10 µM. 300,000 compounds, 0.038% hits. AID 2097, 2009;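 active = more than half of replicate wells score below -50%, meaning over 50% inhibition versus plate controls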;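 also: 0% = median DMSO wells and -100% = median GW8510 positive control wells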
Target sequence (P49841 whole entry, looked up): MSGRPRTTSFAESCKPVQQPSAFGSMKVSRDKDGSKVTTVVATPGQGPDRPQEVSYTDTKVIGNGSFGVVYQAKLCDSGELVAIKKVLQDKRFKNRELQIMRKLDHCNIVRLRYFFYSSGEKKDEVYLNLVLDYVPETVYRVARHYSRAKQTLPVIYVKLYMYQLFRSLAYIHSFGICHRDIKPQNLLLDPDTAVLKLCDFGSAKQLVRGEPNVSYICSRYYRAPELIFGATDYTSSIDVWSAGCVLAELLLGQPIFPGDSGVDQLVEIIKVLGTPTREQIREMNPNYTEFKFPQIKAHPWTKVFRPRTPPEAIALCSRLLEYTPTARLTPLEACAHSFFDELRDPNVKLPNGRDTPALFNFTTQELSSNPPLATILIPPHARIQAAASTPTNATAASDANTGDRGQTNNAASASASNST
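Assay system: GST-fused GSK3beta enzyme, cell-free / Medium: Tris pH 7.5 buffer with MgCl2, DTT, BSA, heparin / Also added: peptide substrate plus 25 µM ATP (final) / Compound: 10 µM single point / Timing: kinase reaction with compound 60 min at room temperature / Detection: ADP-Glo luminescence / Benchmarks: DMSO neutral wells and GW8510 at 20 µM as positive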
PolyA inh: polyadenylation inhibitors in yeast reporter cells, primary screen, luminescence, S. cerevisiae. S. cerevisiae SKY197-pL101 polyadenylation reporter, beta-gal luminescence; efflux-impaired pdr1/pdr3 knockout yeast; score 100 = 6 SD above DMSO. calls only at 12 µM. 300,000 compounds, 0.02% hits. AID 1875, 2009;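 active = lowest replicate activity score at least 50, where 100 means six control SD above control mean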;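 also: yeast exposed to compound for 9 h at 30 °C; higher score means more reporter readthrough which indicates perturbed polyadenylation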
IEC-6 tox: cytotoxicity in IEC-6 intestinal epithelial cells, primary screen, cytotoxicity control for KLF5 inhibitor project, cell-based, luminescence; inhibition, % at 5 µM; 290,000 compounds, 0.78% hits; IEC-6 cytotoxicity, luminescence viability; in the data active = inhibition above about 22%;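 also: 0% = plate median of test compound wells and 100% = cytotoxic reference compound wells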
aSyn 5UTR inh: MLPCN primary screen, SNCA 5' untranslated region | alpha-synuclein 5'UTR reporter, inhibitor activity | inhibition, % (tested at 7.5 µM) | 300,000 compounds, 0.82% hits | AID 1813, 2009; in the data active = inhibition above about 60%;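 also: H4 neuroglioblastoma cells stably carrying SNCA 5'UTR luciferase fusion; 0% = DMSO wells and 100% = positive control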
Starred values were filed as active, the others as inactive; i = inactive; / = not tested or not shown. The list is partial (hit frequency here may not be typical).

Fields – GSK3A inh | KLF5 inh | HSF-1 act | IEC-6 tox | PolyA inh | aSyn 5UTR inh | AI-2 QS modul | GSK3beta inhib | HSP90 inh | HSF1 inhib
- CCOC(=O)c1sc(NC(=S)NC(=O)c2ccccc2)c(C(=O)OCC)c1C
    0 | -15 | -13 | -2 | i | 13 | 7 | -2 | -4 | -4
- COc1ccc(-n2cc(-c3ccc(OC)c(OC)c3)[nH]c2=S)cc1
    -3 | -54 | 24 | 1 | i | -7 | 28 | 0 | 2 | 15
- O=C1c2ccccc2C(=O)N1CCCn1ccnc1
    -1 | -22 | 5 | 6 | i | -10 | 2 | 1 | 5 | 12
- Cc1[nH]c2ccccc2c1/C=C/c1nc2ccccc2c(=O)n1CCO
    -1 | 18 | 0 | 2 | i | -62 | 13 | -6 | -7 | -1
- Cc1cc(C)c2c(-c3ccc(F)cc3)c(C#N)c(=O)n(C)c2n1
    0 | -13 | 29 | -1 | i | 11 | 21 | 2 | -7 | -11
- CCN(CC(=O)Nc1ccc(NC(C)=O)cc1)C(=O)CCN1C(=O)c2cccc([N+](=O)[O-])c2C1=O
    -1 | -35 | 1 | -1 | i | -3 | 33 | 2 | 2 | -6
- COc1cc(OC)c(N(C)S(=O)(=O)c2cccc(C(=O)OCC(=O)c3c[nH]c4ccccc34)c2)cc1Cl
    -2 | 2 | 44 | 5 | i | -34 | 8 | 4 | 5 | 15
- COc1ccc2c(c1)oc(=O)c1cc(OC)ccc12
    8 | -36 | 20 | -1 | i | -182 | 0 | 1 | -3 | 22
- Cc1ccc(CNC(=O)CN2C(=O)c3ccccc3S2(=O)=O)cc1
    -2 | -20 | -17 | 4 | i | 19 | 18 | -4 | -2 | -1
- S=c1[nH]nc(C2CCCCC2)n1Cc1ccccc1
    -1 | -14 | 6 | -13 | i | 32 | 17 | -4 | -3 | 2
- COc1ccc([C@@H]2[C@@H]3C(=O)N(C(C)(C)C)C(=O)[C@@H]3[C@]3(C)C(=O)N(c4cccc(Br)c4)C(=O)N23)cc1
    -1 | -3 | 37 | -4 | i | 14 | 30 | 3 | -2 | 0
- Cc1ccc(S(=O)(=O)Oc2ccccc2/C=N/N=C(N)N)cc1
    -1 | 3 | 17 | 2 | i | -18 | 20 | -3 | 0 | -3
- Cc1c(OC(C(=O)O)c2ccccc2)ccc2c1oc(=O)c1ccccc12 (stereo unspecified)
    -31 | -22 | 20 | 7 | i | 25 | 17 | 7 | 0 | -1
- NNC(=O)c1cc(-c2ccc(N)cc2)nc2ccc(Br)cc12
    1 | -32 | -12 | -1 | i | 3 | 9 | 2 | 1 | 8
- O=C(c1ccco1)N1CCN(S(=O)(=O)c2ccc(S(=O)(=O)NC3CCCCC3)cc2)CC1
    -6 | 9 | 8 | -1 | i | 5 | 16 | 2 | 4 | 1
- O=C(NNc1cccc(Cl)n1)c1cccnc1Cl
    -3 | -15 | -4 | -8 | i | -5 | 10 | 0 | 0 | -7
- O=c1nccc(NCc2ccco2)[nH]1
    -1 | -14 | 27 | 5 | i | -1 | 6 | -3 | 4 | 0
- O=C(Nc1nc(-c2ccccc2)cs1)c1ccco1
    -3 | -62 | 14 | 8 | i | -98 | 11 | 0 | 5 | 21
- COCCNC(=O)CN1C(=O)COc2ccc(S(=O)(=O)N3CC(C)CC(C)C3)cc21 (stereo unspecified)
    / | 0 | -1 | 0 | i | 23 | 15 | 0 | -4 | -7
- COc1ccc(CCN2CCCC(CN(C)C(=O)c3cc(C)oc3C)C2)cc1 (stereo unspecified)
    1 | -98 | 24 | 3 | i | -149 | 12 | 2 | 0 | 16
- Cc1[nH]c2ccccc2c1C(=O)COC(=O)c1ccc[n+]([O-])c1
    1 | -12 | 3 | 0 | i | 20 | 9 | 3 | 3 | 5
- C/[N+]([O-])=C\C1C(=O)CC(C)(C)CC1=O
    -1 | -5 | -63 | 4 | i | 5 | 8 | 1 | -2 | -55*
- Cc1ccc(/C=C/C(=O)NCCc2ccccc2)o1
    0 | -34 | 44 | -1 | i | -99 | -10 | -6 | 5 | 32
- Cc1ccc(-n2c(SCC(=O)Nc3cc(C)on3)nc3ccccc3c2=O)cc1
    0 | -9 | -3 | -1 | i | -4 | 11 | -3 | 0 | -5
- Cc1cc(=O)oc2cc(OCC(=O)N3CCN(C(=O)c4ccco4)CC3)ccc12
    -4 | 5 | -2 | 5 | i | 9 | 6 | 0 | 1 | 1
- O=C(Nc1ccccc1)NC1(C(=O)N2CCN(c3ncccn3)CC2)CCCCC1
    -17 | -13 | -4 | 0 | i | 11 | 8 | 0 | -6 | 1
- COc1ccc(C(=O)CSc2nc3[nH]ncc3c(=O)[nH]2)cc1
    -3 | -20 | 4 | -7 | i | -13 | 37 | 0 | -1 | -1
- COCCNC(=S)NC1CC2CCC(C1)N2Cc1ccccc1 (stereo unspecified)
    -1 | -2 | -6 | 2 | i | 11 | -2 | 0 | 2 | -2
- CCc1cc2c(SCC(=O)c3ccccc3)ncnc2s1
    -7 | -21 | 34 | 1 | i | -122 | 13 | 1 | -3 | 8
- CN(Cc1ccccc1)C(=C(Cl)Cl)/C(=C1/NCCN1C)[N+](=O)[O-]
    1 | -20 | -11 | 5 | i | -11 | 22 | 0 | 2 | 0
- C#Cc1cccc(NC(=O)C2CCN(C(C)=O)CC2)c1
    0 | -38 | -4 | -2 | i | -27 | -2 | 1 | -2 | 0
- c1ccc(CCn2nnnc2CN2CCc3ccccc32)cc1
    -1 | 18 | 21 | 2 | i | 25 | / | / | -1 | 16
- CCOc1ccc(NCc2ccccc2OCc2cccc(F)c2)cc1
    0 | 5 | -13 | 3 | i | -6 | 7 | 1 | 0 | -3
- CSc1ccc(/C=C(/NC(=O)c2ccco2)C(=O)NCc2ccco2)cc1
    -1 | -25 | 2 | -5 | i | -21 | 17 | -1 | -2 | 1
- O=C(c1ccc(S(=O)(=O)Cc2ccccc2Cl)c([N+](=O)[O-])c1)N1CCOCC1
    -1 | -2 | -2 | 3 | i | 0 | 23 | 0 | 0 | -8
- COC(=O)c1ccccc1NC(=S)N1CCN(c2ccc(OC)cc2)CC1
    -1 | 2 | / | 0 | i | 4 | -9 | -1 | -2 | /
- Cc1nccnc1Sc1ccccc1
    27 | -17 | 17 | 4 | i | -6 | 39 | 1 | -1 | -2
- Cc1cc2nc(CS)[nH]c2cc1C
    1 | -29 | 9 | 0 | i | -31 | 13 | -4 | 2 | 5
- CC1CCN(Cc2c(C(=O)N/N=C/c3ccccc3O)nnn2-c2nonc2N)CC1
    3 | 70* | -10 | 47* | i | 65* | 13 | 2 | -1 | -7
- COc1ccc(CCNC(=O)CCn2c(=O)oc3ccccc32)cc1
    -3 | -4 | 39 | 0 | i | 8 | 24 | -2 | -4 | 12
- CCC(=O)Oc1ccc(-c2cnc3ccccc3n2)cc1
    2 | -96 | 46 | -1 | i | -99 | 16 | -3 | 1 | 13
- CCOc1ccc(NC(=O)Cn2nnc(C(=O)NCc3ccc4c(c3)OCO4)c2N)cc1
    -1 | -44 | 1 | -4 | i | 21 | 25 | 4 | -3 | 1
- N#CC1=C(N)OC2=C(CC/C2=C\c2ccc(F)cc2)C1c1ccc(F)cc1 (stereo unspecified)
    3 | 7 | 13 | 7 | / | -3 | 37 | 2 | 4 | -3
- O=C(NC1CCCCC1)c1cc(N2C(=O)CCC2=O)ccc1Cl
    -1 | -5 | 29 | 4 | i | 2 | 11 | -2 | -2 | 6
- COc1ccc(OC)c(CNC(=O)c2ccc(C)c(NC(=O)C3=C(C)OCCS3)c2)c1
    2 | 15 | -10 | 8 | i | -3 | 11 | -4 | 0 | 0
- COc1ccc(-c2csc3nc(-c4ccccc4F)oc(=O)c23)cc1OC
    -1 | 5 | 164* | 1 | i | -63 | 21 | -2 | 2 | 132
- O=C(CCc1ccc(S(=O)(=O)NCc2ccccc2)cc1)NCC1CCCO1 (stereo unspecified)
    -1 | -12 | 4 | 3 | i | -8 | -6 | -3 | -7 | -6
- COCCSc1nnc(NS(=O)(=O)Cc2ccccc2)s1
    -5 | -18 | 3 | -4 | i | -5 | 18 | 1 | -3 | -1
- CCCOc1ccc(C2C(C(=O)c3cc4ccccc4o3)=C(O)C(=O)N2c2cc(C)on2)cc1 (stereo unspecified)
    0 | -34 | -9 | -10 | i | -17 | 20 | -2 | -8 | -1
- O=C(CN1C(=O)c2ccccc2C1=O)N1CCCCC1
    -2 | 21 | 48 | 1 | i | -17 | 0 | -6 | 1 | 15
- COc1ccc(CNC(=O)c2ccc(Br)s2)cc1OC
    0 | -17 | -2 | 0 | i | -2 | -5 | -3 | 3 | -9
- CCOc1cc(N2CCOCC2)c(OCC)cc1NC(=O)COC(=O)c1cc2ccccc2cc1O
    -2 | -6 | 9 | -2 | i | 15 | 16 | 1 | 2 | 8
- COCCCn1c(SCC(=O)Nc2nnc(C)s2)nnc1-c1ccoc1C
    -1 | -33 | 1 | 0 | i | 3 | 14 | 0 | -2 | -7
- CC1(C)CC(=O)C2=C(C1)OC(N)=C(C#N)C2c1cc2c(cc1[N+](=O)[O-])OCO2 (stereo unspecified)
    1 | -8 | 3 | 0 | i | -26 | 29 | -1 | 15 | -3
- CC(=O)Nc1cc2c(cc1NC(=O)Cn1nc(-c3ccccc3F)ccc1=O)OCCO2
    0 | -4 | -6 | 0 | i | 12 | 26 | 2 | -2 | -4
- COc1ccc2cc(C)c3nnc(SCc4cccnc4)n3c2c1
    1 | -15 | -6 | -1 | i | 17 | 21 | -3 | -2 | 6
- COc1ccc(N(CC(=O)NC2CCCC2)C(=O)Cn2nnc(-c3ccc(C)cc3)n2)cc1OC
    1 | -10 | -3 | 0 | i | -2 | 32 | -2 | 8 | 0

Source: PubChem BioAssay
